# NCI-60 one-dose screen, 48 h, at 10 µM unless noted. Numbers give growth in % (100 = growth as untreated, 0 = no growth, -100 = all killed).
# NCI-H522 = NCI-H522 lung cancer; hit rate 8% among 78,000
# COLO 205 = COLO 205 colon cancer. hit rate 7.3% among 79,000
# HCT-116 = HCT-116 colon cancer | hit rate 7.3% among 82,000 | AID 1794798
# NCI-H460 = NCI-H460 lung cancer; hit rate 6.8% among 82,000; AID 1794736
# HCT-15 = HCT-15 colon cancer; hit rate 5.2% among 82,000; AID 1794746
# NCI-H23 = NCI-H23 lung cancer. hit rate 4% among 80,000. AID 1794731
# NCI-H322M = NCI-H322M lung cancer. hit rate 2.7% among 80,000
# NCI-H226 = NCI-H226 lung cancer; hit rate 3.5% among 79,000; AID 1794732
# NCI/ADR-RES = NCI/ADR-RES ovarian cells; hit rate 4.4% among 81,000; AID 1794790
# Starred values were filed as active, the others as inactive; · = not tested or not shown; & = joins results of further samples; [ ] = dose if it differs, or a comment. Rule for the calls: active = growth percent below 10; inactive = the rest.
SMILES,NCI-H522,COLO 205,HCT-116,NCI-H460,HCT-15,NCI-H23,NCI-H322M,NCI-H226,NCI/ADR-RES
CCCCCCCCCCCCCCCC(=O)NCCOC(C)=O,96,110,108,104,100,102,108,97,106
COc1cc(C)cc(C#N)c1O,93,100,90,104,106,107,92,119,97
C=CCc1c(N(C)c2ccccc2)ncnc1-n1c(C)nc2ccccc21,78,99,100,107,95,89,107,88,83
COC(=O)[C@H]1CCCN1C(C(=O)NC(C)(C)C)c1c(C)c(-c2c(C)cc3c(C(C(=O)NC(C)(C)C)N4CCC[C@@H]4C(=O)OC)c(OC)c(OC)cc3c2OC)c(OC)c2cc(OC)c(OC)cc12 (stereo not given in full),82,111,95,106,94,98,102,87,100
CCCCCCCCSCCO,·,101,100,103,109,101,102,99,104
O=C(Nc1cccc(C(F)(F)F)c1)OC1CC2CC1C1CC3OC3C21 (stereo not given),82,100,85,111,93,91,94,103,96
CCOC(=O)n1cc(-c2nonc2-c2cn(C(=O)OCC)c3ccc(OC)cc23)c2cc(OC)ccc21,88,103,107,99,87,99,94,92,101
Cc1nc2ccccc2[nH]c1=S,94,122,102,101,106,97,108,103,107
O=C(/C=C/c1cc2ccccc2[nH]1)CC(=O)/C=C/c1cc2ccccc2[nH]1,71,106,98,97,92,99,105,88,105
Nc1ccc(S(=O)(=O)O)c2cccc(S(=O)(=O)O)c12,86,124,111,122,116,102,102,108,110
Cc1[nH]c(/C=C/C(=O)c2ccccc2)c(C)c1C(=O)NCC(F)(F)F,95,111,99,101,89,100,104,89,96
Clc1ccc(N2N=C(c3cccc(Nc4ccncc4)c3)CC2c2ccccc2)cc1 (stereo not given),80,73,-79*,99,103,93,93,94,101
CC(C)CN1CCC(=O)NC1=O,97,115,108,110,99,109,110,94,107
CCC(=O)OC(C)CNC(=O)C(C)OC(=O)CC (stereo not given),100,103,97,103,98,111,104,97,108
CCN(CC)CCN1CNC(=S)NC1,95,106,103,114,106,99,108,-70*,106
COc1ccc(-c2nc3ccc(-c4nnc(SCC(=O)Nc5ccc(/C(C)=N\O)cc5)o4)cc3[nH]2)cc1OC,83,123,111,103,102,94,107,107,107
CCOC(=O)C(C(=O)OCC)C(C(=O)OCC)(C(=O)OCC)C(C(=O)OCC)C(=O)OCC,77,104,100,110,111,98,110,110,100
COc1cc2c(cc1-c1c(C)noc1C)ncc1nc(CN3CCOCC3)n([C@H](C)COC(F)F)c12,0.0*,15,41,52,23,45,38,58,41
Cc1cc(N(C)C)nc(Nc2ccc(NC(=O)Nc3ccccc3)cc2)n1,80,115,106,105,90,106,104,·,99
CC1NC(C)c2ccc3ccccc3c2O1 (stereo not given),89,121,102,108,106,102,106,102,105
CC1(C)CC[C@]2(C(=O)NCCNCCN)CC[C@]3(C)C(=CC[C@@H]4[C@@]5(C)CCC(=O)C(C)(C)[C@@H]5CC[C@]43C)[C@@H]2C1,27,-67*,-54*,-56*,27,93,81,78,93
COc1ccc2c(c1)OC(N)=C(C#N)C2c1ccc(F)c(F)c1 (stereo not given),-13*,10,24,14,30,48,51,69,18
O=C1O[C@H](CO)[C@@H]2[C@H]1[C@H]2C(=O)c1cccs1,93,111,·,96,103,99,·,·,100
O=C1NC(=O)C(=Cc2cc(O)ccc2O)C(=O)N1,18,117,95,110,104,95,114,102,94
COc1ccc(NC(=O)c2sc3nc(C(C)C)ccc3c2N)cc1,76,113,95,88,70,75,69,72,60
COc1ccccc1NC(=O)NCN1CCOCC1,93,118,101,112,108,110,88,100,107
CC1(C)N=C(N)N=C(N)N1c1cccc(OCCCOc2cccc(NC(=O)CBr)c2)c1,99,109,88,101,96,·,·,97,108
O=C(/N=c1\oc2ccccc2cc1-c1cc2ccccc2[nH]1)Nc1ccccc1,95,108,89,96,94,90,101,82,101
O=C(CCc1nnc2sc(-c3ccc(O)cc3)nn12)c1nc2ccccc2[nH]1,102,·,103,105,104,98,87,101,101
O=NN(Cc1cccnc1)Cc1cccnc1,94,112,97,105,104,108,111,·,107
Cc1ccc2c(C(C[N+](=O)[O-])c3ccccc3)c(-c3ccccc3)[nH]c2c1 (stereo not given),-38*[9.5 µM],9.0*[9.5 µM],24[9.5 µM],12[9.5 µM],19[9.5 µM],39[9.5 µM],42[9.5 µM],35[9.5 µM],11[9.5 µM]
COc1ccc(/C=C/C=C/C(=O)c2ccc(NC(=S)Nc3ccccc3)cc2)cc1,102,114,92,107,108,100,100,96,108
Nc1nc(SCc2ccccc2)c2ncn(C3OC(CO)C(O)C3O)c2n1 (stereo not given),·,101,103,111,104,103,112,102,109
Cc1cc2nccnc2cc1C,107,109,103,106,104,94,113,108,103
COc1cccc(-c2nc3cnccn3c2NCCN2CCOCC2)c1,84,·,98,107,98,100,91,100,101
CCCCCCCCCCCCCCCc1ccc(OCC(O)CO)cc1 (stereo not given),71,108,105,110,104,101,104,95,103
C=CCC(C(=O)NCCN(CC)CC)(c1ccccc1)c1ccccc1,·,109,102,104,95,108,101,99,104
Cc1nn(-c2ccccc2)c2nc(Cl)c(/C=C/C(=O)c3ccccc3)c(-c3ccc(Cl)cc3)c12,87,110,71,102,101,97,101,109,97
O=C(Nc1ccc2c(c1)OCCO2)C(=O)c1c[nH]c2ccccc12,-40*,10,15,8.6*,34,24,54,83,-30*
CC(CN)[C@@H]1CC[C@]2(CO)CC[C@]3(C)[C@H](CC[C@@H]4[C@@]5(C)CCC(N)C(C)(C)[C@@H]5CC[C@]43C)[C@@H]12 (stereo not given in full),-50*,33,-81*,-80*,-75*,-29*,49,85,54
Nc1nc(N)c(N)c(Nc2ccc(CCO)cc2)n1,92,96,104,108,115,98,·,96,103
O=C(c1nc2ccccc2[nH]1)C1C(c2ccc([N+](=O)[O-])cc2)C2CC3CCCCC3N2[C@@]12C(=O)Nc1cc(Cl)ccc12 (stereo not given in full),35,22,18,11,11,26,48,·,29
CCN1C(=O)N(CC)C2C1NC(=S)N2/N=C/C=C/c1cccs1 (stereo not given),-5.2*,18,15,7.0*,15,43,51,64,4.5*
O=C(NCCCCCCCCNC(=O)c1cccc2ccccc12)c1cccc2ccccc12,50,92,154,99,94,71,108,75,69
COc1ccc(-n2nc(C(=O)NCCC(=O)O)nc2-c2ccccc2)cc1,81,122,92,113,99,93,97,102,104
Nc1ccc2[nH]c3ccccc3c2c1,98,109,90,103,87,85,93,75,97
N#C/C(=C\c1ccc2c(c1)OCO2)c1cc2ccccc2[nH]1,49,83,62,63,43,57,85,76,57
Clc1ccc2c(NCCCn3cnc4c(N5CCCC5)nc(Cl)nc43)ccnc2c1,92,88,93,107,96,99,93,102,93
NC(=O)c1ccc(-c2cnc(N)c(-c3ccc(C(F)(F)F)cc3)n2)cc1,107,126,106,103,103,107,105,105,102
COc1ccc(-c2ccnc(=S)[nH]2)cc1,98,122,93,100,98,95,90,97,101
CC(=O)N(C)O,88,103,95,108,105,101,102,103,105
Cc1ccc([N+]2=NOC(=O)C2S(=O)(=O)Nc2nc(-c3ccc(Cl)cc3Cl)cs2)cc1 (stereo not given),85,96,97,103,86,97,102,88,99
O=NN(CCCl)C(=O)Oc1cc(Cl)c(Cl)cc1Cl,86,101,97,101,94,102,85,100,109
COC(=O)C1NC(=S)N(c2ccccc2C)C1/C=C/c1ccccc1 (stereo not given),99,108,98,104,98,91,90,102,97
N#C/C(=C\c1ccc([N+](=O)[O-])cc1)c1ccccc1,63,100,86,104,86,100,98,92,100
c1ccc(Oc2nc(Oc3ccccc3)c3ccccc3n2)cc1,86,114,81,108,94,95,96,89,95
COCCCN1CC(O)=C(c2nc(-c3ccc(C)cc3)cs2)C1=N,106,133,90,153,110,96,97,96,106
Oc1ccc2ccccc2c1Br,·,100,98,102,101,93,95,86,95
CC(=O)OC(OC(C)=O)c1cc2c(cc1Cl)OCO2,88,111,101,109,105,99,99,100,102
S=C(NC1CCCCC1)NC1CCCCC1,93,101,97,110,111,94,103,102,101

# Five entries out of the list, sorted by length of the SMILES, rising.
SMILES,NCI-H522,COLO 205,HCT-116,NCI-H460,HCT-15,NCI-H23,NCI-H322M,NCI-H226,NCI/ADR-RES
CC(=O)N(C)O,88,103,95,108,105,101,102,103,105
S=C(NC1CCCCC1)NC1CCCCC1,93,101,97,110,111,94,103,102,101
Nc1nc(N)c(N)c(Nc2ccc(CCO)cc2)n1,92,96,104,108,115,98,·,96,103
O=NN(CCCl)C(=O)Oc1cc(Cl)c(Cl)cc1Cl,86,101,97,101,94,102,85,100,109
O=C(NCCCCCCCCNC(=O)c1cccc2ccccc12)c1cccc2ccccc12,50,92,154,99,94,71,108,75,69

# (next part)
SMILES,NCI-H522,COLO 205,HCT-116,NCI-H460,HCT-15,NCI-H23,NCI-H322M,NCI-H226,NCI/ADR-RES
COc1ccc(-c2cn(Cc3cc4ccccc4s3)nn2)cc1OCCN1CCCCC1,92,61,76,90,59,78,94,96,75
Cc1cc(=O)n(C(=S)Nc2ccc([N+](=O)[O-])cc2)c2cc(O)ccc12,88,112,101,102,103,98,93,93,107
Cc1cc(CN(CCO)CCO)c(O)c(CN(CCO)CCO)c1,101,102,103,99,105,99,78,88,110
N#Cc1c(Nc2ccccc2)nn2c(-c3ccc4ccccc4c3)ccnc12,89,106,107,97,95,·,93,100,99
CC(C)CCC[C@@H](C)[C@H]1CC[C@H]2[C@@H]3CC[C@@H]4C[C@@H](O)CC[C@]4(C)[C@H]3CC[C@]12C,103,·,98,116,105,95,164,92,·
c1ccc2c(-c3nn4cc(-c5ccncc5)nc4s3)c[nH]c2c1,51,61,83,92,50,88,78,69,77
Oc1ccccc1C(O)(c1ccccc1)c1ccccc1,91,109,109,103,97,71,94,96,104
Nc1cc2ccccc2cc1NS(=O)(=O)N1CCCCC1,85,106,91,106,98,89,92,·,95
CCC(c1ccc(OC)cc1)C(CC)c1ccc(O)c(CN2CCCCC2)c1 (stereo not given),72,-13*,39,77,34,64,71,70,61
O=C1C(O)C(O)C(O)C(O)C1O (stereo not given),83&119,115&107,102&113,110&110,94&94,102&106,109&108,101&109,108&95
CC(=O)Nc1ccc(-c2cn(-c3cccc(C(=O)Nc4cc(C(F)(F)F)cc(C(F)(F)F)c4)c3)nn2)cn1,-11*,-62*,11,-72*,-41*,-69*,-16*,-68*,1.8*
Cc1[nH]c2ccccc2c1C(=O)C(N)=O,·,112,106,107,100,115,122,96,109
CCCCCCCC/C=C\CCCCCCCC(=O)OC/C=C\COC(=O)CCCCCCC/C=C/CCCCCCCC,·,115,100,112,107,106,94,103,107
COc1cc(-c2nc3ccccc3s2)ccc1NC(=O)COc1ccc(Cl)cc1,39,53,45,13,86,38,71,60,33
O=C1NC(=O)C2(CCc3ccccc3C2)N1 (stereo not given),115,103,108,129,109,107,121,107,113
CC(=O)N1N=C(c2cccc(Nc3ccncc3)c2)CC1c1ccc2c(c1)OCO2 (stereo not given),96,84,-52*,101,81,87,105,95,97
COc1cccc(/C=N\Nc2ccc([N+](=O)[O-])cn2)c1O,13,134,8.7*,18,30,38,32,81,19
Cc1nc(N)nc(Cl)c1CCC1OCCO1,100,112,102,111,101,103,102,97,101
COc1cc(C(NS(=O)(=O)c2ccc(C)cc2)c2nnc(-c3ccccc3)o2)cc(OC)c1OC (stereo not given),94,114,104,107,99,101,96,105,106
Cn1cc(-c2csc(-c3cn(C(=O)OC(C)(C)C)c4ccc(Br)cc34)n2)c2cccnc21,96,86,67,62,93,92,89,101,82

# Of the compounds above, four contain a CF3 group:
SMILES,NCI-H522,COLO 205,HCT-116,NCI-H460,HCT-15,NCI-H23,NCI-H322M,NCI-H226,NCI/ADR-RES
O=C(Nc1cccc(C(F)(F)F)c1)OC1CC2CC1C1CC3OC3C21 (stereo not given),82,100,85,111,93,91,94,103,96
Cc1[nH]c(/C=C/C(=O)c2ccccc2)c(C)c1C(=O)NCC(F)(F)F,95,111,99,101,89,100,104,89,96
NC(=O)c1ccc(-c2cnc(N)c(-c3ccc(C(F)(F)F)cc3)n2)cc1,107,126,106,103,103,107,105,105,102
CC(=O)Nc1ccc(-c2cn(-c3cccc(C(=O)Nc4cc(C(F)(F)F)cc(C(F)(F)F)c4)c3)nn2)cn1,-11*,-62*,11,-72*,-41*,-69*,-16*,-68*,1.8*

# Next results follow.
SMILES,NCI-H522,COLO 205,HCT-116,NCI-H460,HCT-15,NCI-H23,NCI-H322M,NCI-H226,NCI/ADR-RES
Nc1nc(-c2cccc([N+](=O)[O-])c2)c(N=Nc2ccccc2Cl)s1,60,93,33,41,49,61,86,70,60
O=C(NCCNc1nccc(-c2c(-c3ccc(F)cc3)nc3sccn23)n1)c1cc(N2CCOCC2)cc(C(F)(F)F)c1,·,79,53,60,70,92,84,81,54
CCN(CC)c1ccc(/C=C2/SC(=O)NC2=O)c(O)c1,85,104,97,92,94,85,86,96,106
Cc1cc(N2CCOCC2)nc(N2CCN(CC(=O)Nc3ccc4c(ccn4C)c3)CC2)n1,101,109,92,106,87,98,102,99,100
CCN(CC)C(=O)c1ccccc1-c1ccccc1C(=O)O,101,109,94,110,96,91,94,84,93
COc1ccc(-c2csc(NC(=O)c3cc(OC)c(OC)c(OC)c3)n2)cc1,107,105,106,103,107,114,99,94,115
Cc1ccc(Nc2ncc3c(=O)[nH][nH]c(=O)c3n2)cc1,·,98,103,99,100,106,94,104,106
CCSC(=O)c1ccc([N+](=O)[O-])o1,79,104,93,103,97,94,96,99,102
Nc1nc2cc(-c3ccc4ncnc(NCc5ccccc5)c4c3)ccc2o1,-12*,53,-20*,7.0*,14,24,-20*,-46*,2.3*
O=[N+]([O-])c1ccc2[nH]cc(-c3c4ccsc4cc4[nH]c5ccc([N+](=O)[O-])cc5c34)c2c1,-23*,-50*,2.8*,4.4*,11,7.9*,20,-9.9*,-14*
